Source: PubChem
phage Ecoli inh: E. coli growth loss with phage present; growth absorbance; inhibition, % at 11.9 µM; actives 0.26% (n = 360,000); AID 651602; in the data active = inhibition above about 11%
MOR-DOR inv ag: mu-delta opioid heterodimer inverse agonism | P35372+P41143 | cell-based MOR-DOR heterodimer luminescence | inhibition, % at 9.3 µM | actives 0.21% (n = 340,000) | AID 504357; in the data active = inhibition above about 22%, passing the limit was not always enough;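 note: 0% = cells with DMSO and 100% = wells without cells with DMSO; values of inactives mirror those of a sister screen read the other way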
Tat transport: blocks Tat-dependent protein export in E. coli | E. coli MC4100 TorA-mCherry Tat export, fluorescence | inhibition, % at 10 µM | actives 0.036% (n = 340,000) | AID 488895;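 active = mean replicate inhibition at least 50% and at least half of replicates individually reaching 50%; inconclusive = only one of the two criteria met; inactive = neither criterion met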;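 note: exported cargo escapes ClpAP degradation while cytoplasmic cargo is degraded and loses fluorescence; 0% = median of neutral control wells and 100% = median of NaSCN control wells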
AddAB inh: less growth of phage-infected E. coli with AddAB; E. coli expressing H. pylori AddAB, absorbance growth; inhibition, % at 11.9 µM; actives 0.29% (n = 330,000); in the data active = inhibition above about 12%;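 note: 0% = vehicle wells of infected cells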
Arr AP2 block: human beta-arrestin and AP2 interaction inhibition. AID 504490. inhibition, % at 10 µM. FITC-arrestin peptide / GST-AP2 beads, flow cytometry; AP2 beta2 appendage carries R879A mutation. actives 0.31% (n = 340,000);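 active = inhibition above a set limit, near 3 SD of compounds lacking own fluorescence, cut at about 54% in these data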;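 note: plate controls were DMSO wells for no effect and 5 µM unlabelled arrestin peptide for full effect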
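system = GST-tagged AP2 beta2-adaptin appendage (R879A) on 4 µm glutathione beads | reagent = FITC-labelled arrestin peptide probe, 50 nM final | schedule = compound with beads 12 min RT, then probe 1 h RT | signal = HyperCyt-sampled flow cytometry, FL1 channel, ex 488/em 535 nm | read-out = percent response from loss of bead-bound FITC fluorescence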
PfHsp90 set2: growth inhibition of yeast expressing Plasmodium Hsp90; S. cerevisiae expressing PfHsp90, BacTiter-Glo ATP, 48 h; yeast lacking PDR1 and PDR3 efflux regulators; inhibition, % at 9.4 µM; actives 0.32% (n = 310,000); AID 504621;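 active = every replicate shows inhibition above about 80%, whatever the replicate mean, limit read from the data; inconclusive = mean inhibition reaches the set limit but some replicate falls short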;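 note: 0% = DMSO neutral controls and 100% = 20 µM radicicol positive controls; yeast relying on Plasmodium falciparum Hsp90 in place of its own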
MOR-DOR ag: OPRM1-OPRD1 heterodimerization agonism; cells, luminescence; activation, % at 9.3 µM; actives 0.3% (n = 340,000); AID 504326; in the data active = activation above about 18%;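 note: 0% = vehicle-treated cells and 100% = reference agonist; values of inactives mirror those of a sister screen read the other way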
Mot1-301 SUMO: blocks SUMOylation pathway, rescuing yeast Mot1-301 growth; S. cerevisiae Mot1-301 growth rescue, ATP luminescence, 38.5C; percent above DMSO median, 100 means doubled; growth rescue, % at 18.8 µM; actives 1% (n = 320,000);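 active = every valid replicate shows activation above 250% relative to neutral control wells; inactive = the rest, any valid replicate at or below 250%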;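 note: OY570 slx delta 5 strain wells were the positive control but not used for scaling; some compounds called inactive have numbers as strong as hits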
Pemphigus Ab inh: inhibitors of pemphigus antibody binding to human desmoglein-3 | P32926 | actives 0.48% (n = 310,000) | binding (percent of control), % at 10 µM | DSG3-coupled beads, scFv-anti-DSG3-GFP binding, flow cytometry; active compounds read low;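 active = binding more than 3 SD below its plate's average and above zero; inconclusive = below that plate limit but binding exactly zero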;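 note: hits lower antibody fragment binding to DSG3; some compounds called inactive have numbers as strong as hits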
Target sequence (P32926 whole entry, looked up, the tested form may be a part): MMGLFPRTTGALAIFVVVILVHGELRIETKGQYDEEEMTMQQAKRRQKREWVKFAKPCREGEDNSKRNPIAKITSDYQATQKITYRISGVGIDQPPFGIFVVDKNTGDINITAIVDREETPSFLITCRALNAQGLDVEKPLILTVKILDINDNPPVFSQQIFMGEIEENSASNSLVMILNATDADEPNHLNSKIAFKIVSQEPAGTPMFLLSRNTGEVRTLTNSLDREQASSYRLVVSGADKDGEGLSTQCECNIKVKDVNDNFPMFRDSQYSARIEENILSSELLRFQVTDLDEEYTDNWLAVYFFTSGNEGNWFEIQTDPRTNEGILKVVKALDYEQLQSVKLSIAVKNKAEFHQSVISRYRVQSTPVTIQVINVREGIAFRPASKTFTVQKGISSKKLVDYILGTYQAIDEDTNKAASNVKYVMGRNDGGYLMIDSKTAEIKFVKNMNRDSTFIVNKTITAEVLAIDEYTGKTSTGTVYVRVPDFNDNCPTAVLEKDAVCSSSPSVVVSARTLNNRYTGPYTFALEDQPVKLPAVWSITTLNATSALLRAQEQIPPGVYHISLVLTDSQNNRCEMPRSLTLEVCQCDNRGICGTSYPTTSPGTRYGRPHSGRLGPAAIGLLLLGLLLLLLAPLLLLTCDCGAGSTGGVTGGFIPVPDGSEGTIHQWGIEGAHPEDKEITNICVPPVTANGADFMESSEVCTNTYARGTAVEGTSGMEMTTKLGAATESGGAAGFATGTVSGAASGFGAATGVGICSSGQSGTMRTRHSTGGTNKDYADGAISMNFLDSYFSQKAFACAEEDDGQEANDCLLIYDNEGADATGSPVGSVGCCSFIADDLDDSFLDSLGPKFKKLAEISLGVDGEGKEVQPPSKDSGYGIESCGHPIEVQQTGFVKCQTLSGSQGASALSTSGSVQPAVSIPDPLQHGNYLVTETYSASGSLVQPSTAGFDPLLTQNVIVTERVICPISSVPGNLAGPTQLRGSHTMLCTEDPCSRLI
Ecoli viability: counter-screen for AddAB inhibitors: E. coli growth inhibition; E. coli V3065 growth, OD600 absorbance, 18 h; inhibition, % at 11.9 µM; actives 0.27% (n = 330,000);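 active = inhibition above the campaign's mean inhibition across all tested compounds plus 3 SD, cut at about 9.9% in these data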;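 note: uninfected addAB+ strain grown without phage in ampicillin broth; 0% = DMSO wells and 100% = ciprofloxacin 0.95 µg/ml wells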
PKA-R1A act: PKA-R1A complex activation. PKA-R1A dissociation, Cy5-IP20 fluorescence polarization; scaled: DMSO 0%, 113 µM cGMP 100%. P00514+P68181. actives 0.083% (n = 340,000). activation, % at 11.4 µM;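 active = percent activation above the mean of all tested compounds plus 3 SD, cut at about 19% in these data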;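 note: higher means more PKAc released from R1A so a rise in polarization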
Numbers without * were called inactive; ? = inconclusive; nt = not tested or not shown.

#	SMILES	phage Ecoli inh	MOR-DOR inv ag	Tat transport	AddAB inh	Arr AP2 block	PfHsp90 set2	MOR-DOR ag	Mot1-301 SUMO	Pemphigus Ab inh	Ecoli viability	PKA-R1A act
1	NC(=O)CSc1nnc2ccc(-c3ccc(Cl)cc3)nn12	-0.6	-7	1	1.5	31	2	1.3	173	101	-0.9	0
2	CCOc1ccccc1N1CCN(CC(O)COCc2cccs2)CC1 (centres undefined)	0.1	8	0	3.3	-3	-39	-1.3	-5	nt	-1.3	3
3	COc1ccc2c(C)cc3nnnn3c2c1	0.0	13	2	1.6	5	-22	-2.0	-3	nt	-1.9	-14
4	CCOc1ccccc1NC(=O)C1CCCN(S(=O)(=O)c2ccccc2)C1 (centres undefined)	2.6	9	-1	3.0	22	10	-2.3	1	113	1.5	-3
5	COc1cccc(OC)c1OCCNCC1CSc2ccccc2O1 (centres undefined)	2.9	-6	0	-0.3	1	0	1.0	-5	102	0.6	1
6	CN(C)C(CNC(=O)c1coc2ccccc2c1=O)c1ccccc1 (centres undefined)	-0.1	12	4	4.4	9	-11	-1.9	-15	91	0.6	-8
7	CCCN(CC(=O)Nc1cccc(S(N)(=O)=O)c1)CC(=O)Nc1ccc(F)c(F)c1F	2.0	7	21	3.7	13	7	-1.5	-5	88	0.3	-2
8	CCN(CC)S(=O)(=O)c1ccc(/C=C/C(=O)OCC(=O)NC(=O)C2COc3ccccc3O2)cc1 (centres undefined)	1.8	0	0	1.6	12	11	0.1	-9	nt	0.5	2
9	CCCCN(CCCC)c1nc(OC)nc(-n2nnc(C(C)=O)c2C)n1	4.2	-67	0	2.0	7	-11	11	75	100	-0.3	-11
10	CC(=O)c1ccc(N=Cc2c(O)n(-c3cc(Cl)ccc3N3CCOCC3)c(=O)c3ccccc23)cc1	-2.3	-6	3	2.2	-3	-9	1.3	3	nt	-1.8	-11
11	Cc1cc([N+](=O)[O-])nn1CC(=O)N(C)C1CCCCC1	0.4	13	-8	1.3	-9	-4	-2.4	-4	108	-2.0	-5
12	O=C(OCc1csc(-c2ccccc2)n1)c1ccccc1O	3.2	-17	2	2.5	12	-10	3.0	17	98	-1.4	8
13	Fc1ccccc1COc1ccc2ccccc2c1CNc1nn[nH]n1	3.6	18	-2	-0.7	2	3	-3.6	nt	94	-3.7	-9
14	COc1ccc2c(c1)nc(SCC(=O)C(C)(C)C)n2C	1.4	7	2	3.1	1	-4	-1.2	-4	108	-1.5	-9
15	Cc1cccc(NC(=O)CSc2nc3nc(C)cc(C)c3c(=O)[nH]2)c1	-0.5	7	0	0.5	-3	4	-1.2	8	97	-0.8	-4
16	O=C1/C(=C/c2cccc([N+](=O)[O-])c2)CSc2ccc(Cl)cc21	3.7	16	14	1.0	-18	11	-3.0	13	104	-1.2	-15

Ordered by SMILES length (ascending): some entries from above.
#	SMILES	phage Ecoli inh	MOR-DOR inv ag	Tat transport	AddAB inh	Arr AP2 block	PfHsp90 set2	MOR-DOR ag	Mot1-301 SUMO	Pemphigus Ab inh	Ecoli viability	PKA-R1A act
12	O=C(OCc1csc(-c2ccccc2)n1)c1ccccc1O	3.2	-17	2	2.5	12	-10	3.0	17	98	-1.4	8
14	COc1ccc2c(c1)nc(SCC(=O)C(C)(C)C)n2C	1.4	7	2	3.1	1	-4	-1.2	-4	108	-1.5	-9
13	Fc1ccccc1COc1ccc2ccccc2c1CNc1nn[nH]n1	3.6	18	-2	-0.7	2	3	-3.6	nt	94	-3.7	-9
6	CN(C)C(CNC(=O)c1coc2ccccc2c1=O)c1ccccc1 (centres undefined)	-0.1	12	4	4.4	9	-11	-1.9	-15	91	0.6	-8
11	Cc1cc([N+](=O)[O-])nn1CC(=O)N(C)C1CCCCC1	0.4	13	-8	1.3	-9	-4	-2.4	-4	108	-2.0	-5
9	CCCCN(CCCC)c1nc(OC)nc(-n2nnc(C(C)=O)c2C)n1	4.2	-67	0	2.0	7	-11	11	75	100	-0.3	-11
16	O=C1/C(=C/c2cccc([N+](=O)[O-])c2)CSc2ccc(Cl)cc21	3.7	16	14	1.0	-18	11	-3.0	13	104	-1.2	-15
7	CCCN(CC(=O)Nc1cccc(S(N)(=O)=O)c1)CC(=O)Nc1ccc(F)c(F)c1F	2.0	7	21	3.7	13	7	-1.5	-5	88	0.3	-2

(cont.)
#	SMILES	phage Ecoli inh	MOR-DOR inv ag	Tat transport	AddAB inh	Arr AP2 block	PfHsp90 set2	MOR-DOR ag	Mot1-301 SUMO	Pemphigus Ab inh	Ecoli viability	PKA-R1A act
17	COc1ccc(CNC(=O)CSc2cccc3cccnc23)cc1	3.0	14	7	1.1	-13	2	-2.8	-1	nt	-0.1	-2
18	Cc1nn(C)c(C)c1S(=O)(=O)Nc1ccc2c(c1)OCO2	0.5	3	0	-0.1	7	8	-0.6	118	95	-0.6	-3
19	O=C(O)/C(=C\c1ccc(Br)cc1)c1ccc(S(=O)(=O)N2CCCCC2)s1	5.8	4	-4	0.1	13	4	-0.6	4	106	0.4	-8
20	COC(=O)Cc1cc(=O)oc2c(C)c(O)ccc12	3.1	10	-3	2.5	-10	-33	-1.9	-18	103	3.2	-8
21	COc1ccc(-c2cc(C(=O)NC(Cc3c[nH]c4ccccc34)C(=O)O)c(C)o2)cc1OC (centres undefined)	2.5	7	5	0.8	12	-16	-1.4	-7	nt	0.3	0
22	O=C(CN1CCN(C2CCCCC2)CC1)Nc1cccc2ccccc12	0.7	-8	3	0.5	-12	2	1.7	15	nt	-0.7	0
23	CSc1nc2nc3c(cc2c(=O)n1-c1ccccc1C)CCCC3	-0.3	-2	1	0.7	-3	23	0.3	-2	102	-1.3	-5
24	O=C(NC1CCCCC1)C1CCC(CNS(=O)(=O)c2cccc3nsnc23)CC1 (centres undefined)	0.7	4	-8	-0.1	6	7	-0.6	-5	95	-1.1	0
25	COC(=O)COn1c(SCC(=O)OC)nc2ccccc2c1=O	2.7	9	0	0.0	5	6	-1.6	124	105	2.8	-5
26	COc1cc(CNCc2ccccn2)ccc1OCc1c(Cl)cccc1Cl	0.6	-9	?	-1.3	0	-40	1.6	5	100	-4.2	1
27	CCNc1nc(NCC)n2c(SCC(=O)Nc3c(C)cccc3C)nnc2n1	0.2	10	-5	0.9	26	12	-1.8	1	101	0.9	-3
28	Cn1nc(C(=O)OCC(=O)Nc2ccc(F)cc2Cl)c2ccccc2c1=O	2.3	13	6	-1.5	-7	0	-2.5	25	120	0.0	-10
29	Cc1cc2c(=O)n(CC(=O)N3CCN(c4ccc(F)cc4)CC3)cnc2s1	2.0	10	0	4.9	-12	14	-2.3	544	97	1.5	15
30	COc1ccc(S(=O)(=O)Cc2ccc(C(=O)N3CCN(c4ccccn4)CC3)o2)cc1	nt	12	6	1.9	-1	11	-2.4	-30	103	-3.4	4
31	CCn1c(NC(=O)c2cccc(Cn3cc(Cl)cn3)c2)nc2ccccc21	8.9	0	10	9.8	6	-4	0.0	-3	100	8.6	-10
32	Cn1c(C(=O)N2CCCC(C(=O)NCCCSC3CCCCC3)C2)cc2sccc21 (centres undefined)	-1.4	-3	8	2.5	4	-7	0.4	0	101	-0.5	-1
33	CC1=NCCN1S(=O)(=O)c1cc([N+](=O)[O-])ccc1Cl	3.8	-8	7	1.4	-10	3	1.5	-3	105	-1.5	0
34	Cc1ccccc1OCC(=O)OCC(=O)Nc1cc(S(=O)(=O)N2CCCCC2)ccc1Cl	-0.1	-8	6	-1.2	2	-7	1.1	2	98	-1.1	-10
35	COc1ccc(N=Nc2c(-c3ccc(OC)cc3)[nH]oc2=O)cc1	1.2	14	-7	1.3	-5	1	-2.6	3	113	-1.6	5
36	COc1ccc(C(=O)c2ccc(Br)cc2)c2ccccc12	4.9	-10	15	4.4	15	0	2.0	7	103	1.6	2
37	O=C(CSc1nccn1Cc1ccccc1)Nc1ccccc1	0.9	13	38	4.2	4	-5	-2.3	11	105	4.6	-10
38	COc1ccc(N(C(=O)c2ccco2)C(C(=O)NC2CCCC2)c2ccc(C)cc2)c(OC)c1 (centres undefined)	1.8	12	3	nt	15	-10	-2.0	nt	96	nt	5
39	O=C(CSc1nncn1-c1cccnc1)Nc1ccccc1[N+](=O)[O-]	3.0	-13	-4	3.1	-5	3	1.6	-11	122	3.9	-11
40	CCCCCC1=CCC/C1=N\NC(=O)c1ccc2c(c1)OCO2	1.1	7	7	3.7	-3	nt	-1.6	8	113	-0.9	-5
41	Cc1ccc(CNC(=O)CN2C(=O)COc3ccc(C)cc32)cc1	1.6	2	17	4.2	4	23	-0.4	-1	102	2.2	-9
42	O=C(c1ccc(-c2ccccc2Cl)s1)N1CCOCC1	3.9	-18	6	0.8	11	nt	3.4	-16	101	-2.2	-4
43	COc1cc2nc(CN3CCN(S(=O)(=O)c4ccccc4)CC3)[nH]c(=O)c2cc1OC	1.9	20	-16	nt	-6	5	-4.1	nt	98	nt	2
44	COc1ccccc1CNCC(O)(c1ccc(Cl)cc1)c1ccc(Cl)cc1	1.6	-27	12	-1.9	4	nt	5.6	-18	108	-1.4	5
45	CSc1ccccc1C(=O)C1CCCN(Cc2cnn(-c3ccccc3)c2)C1 (centres undefined)	1.8	2	1	-1.9	2	0	-0.3	20	85	0.4	-7
46	CCC(C)(C)n1nnnc1C(c1ccccn1)N1CCOCC1 (centres undefined)	2.1	-3	-3	-1.0	-5	7	0.5	-2	104	-0.6	2
47	CC(C)CC(CO)N1CCN(C(=O)c2ccc(C(C)(C)C)cc2)CCC1=O (centres undefined)	0.2	10	-3	1.7	2	1	-1.9	10	97	-3.2	-15
48	O=C(CCC(=O)OCCCC(F)(F)C(F)(F)F)Nc1ccc(Cl)cc1Cl	4.0	-14	5	2.6	7	-6	2.5	4	104	-0.2	0
49	Cc1cccc(-c2nc3ccccc3c(=O)[nH]2)c1	1.3	7	-3	0.0	-7	-27	-1.6	-6	95	-1.9	-6
50	COc1ccccc1Nc1nc(-c2cccnc2)cs1	4.8	-8	0	1.5	nt	9	1.6	3	107	2.4	5
51	Brc1csc(/C=N/Nc2nc3ccccc3s2)c1	0.5	-35	2	-0.3	2	15	5.6	-39	95	-1.6	-6
52	CCC1=NN2C(=N)/C(=C\c3cccn3-c3ccc(Cl)cc3)C(=O)N=C2S1	2.1	19	-4	3.2	nt	-18	-4.1	238	110	0.5	-4
53	CCN(CC)P(=O)(c1ccccc1)c1c(C)nc2ccccn12 (centres undefined)	1.0	-9	-2	0.7	-6	-20	1.1	276*	119	-0.8	-10

Rows are unselected. About 2.8% of those tested had a hit in this group.
